High-throughput results deposited in PubChem by several laboratories.
eLon inh = E. coli protease La inhibition; P0A9M0; purified E. coli Lon protease, fluorescence polarization; inhibition, % at 7.94 µM; 360,000 tested, 0.42% active; AID 602123; in the data active = inhibition above about 13%, passing the limit was not always enough;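 also: 0% = enzyme with probe and DMSO and 100% = no enzyme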
Target sequence (P0A9M0 whole entry, looked up): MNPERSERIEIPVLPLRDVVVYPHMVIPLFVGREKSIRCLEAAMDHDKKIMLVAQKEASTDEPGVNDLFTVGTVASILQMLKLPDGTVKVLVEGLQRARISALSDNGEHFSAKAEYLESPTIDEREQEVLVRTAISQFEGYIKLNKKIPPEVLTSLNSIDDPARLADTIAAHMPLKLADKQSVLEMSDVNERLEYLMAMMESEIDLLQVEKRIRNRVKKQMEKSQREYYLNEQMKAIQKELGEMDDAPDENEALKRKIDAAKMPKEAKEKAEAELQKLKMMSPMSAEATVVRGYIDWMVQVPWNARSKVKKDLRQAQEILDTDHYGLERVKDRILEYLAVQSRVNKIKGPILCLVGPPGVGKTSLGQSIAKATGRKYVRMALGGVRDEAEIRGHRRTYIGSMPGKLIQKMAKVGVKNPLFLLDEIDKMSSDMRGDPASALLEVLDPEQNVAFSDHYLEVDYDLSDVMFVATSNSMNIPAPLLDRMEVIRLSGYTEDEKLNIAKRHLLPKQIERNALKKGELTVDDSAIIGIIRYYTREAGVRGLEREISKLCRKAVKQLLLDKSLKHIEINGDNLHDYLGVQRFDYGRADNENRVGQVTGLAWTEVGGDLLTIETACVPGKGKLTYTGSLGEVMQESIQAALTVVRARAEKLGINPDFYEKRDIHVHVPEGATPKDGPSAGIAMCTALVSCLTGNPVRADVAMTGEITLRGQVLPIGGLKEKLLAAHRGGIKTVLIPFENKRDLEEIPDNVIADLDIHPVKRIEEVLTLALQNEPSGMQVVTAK
MsrA inhibitor = inhibits bovine methionine sulfoxide reductase A; purified bovine MsrA, absorbance read-out; inhibition, % at 15.5 µM; 360,000 tested, 0.75% active; in the data active = inhibition above about 4.5%;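 also: 0% = vehicle wells with enzyme and 100% = reference inhibitor wells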
FAS TE block = inhibitors of human fatty acid synthase thioesterase domain; P49327; recombinant FAS-TE, OMFH fluorogenic substrate, fluorescence endpoint; inhibition, % at 15 µM; 360,000 tested, 0.67% active; AID 602261;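 active = compounds whose normalised, plate-corrected inhibition of enzyme fluorescence in the single-dose primary screen is 50% or more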;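 also: 0% = DMSO with enzyme and 100% = substrate without enzyme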
bovine MsrA act = activates bovine MsrA enzyme; activation, % at 10.6 µM; purified bovine MsrA, absorbance read-out; 360,000 tested, 0.3% active; in the data active = activation above about 7.5%;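 also: 0% = vehicle and 100% = reference activator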
Neddyl block = inhibitors of human cullin neddylation | P61081+Q13564 | TR-FRET cullin neddylation, biochemical | calls only at 25 µM | 360,000 tested, 0.58% active; in the data active = inhibition above about 36%
SKN-1 inh = C. elegans SKN-1 inhibition; C. elegans VP596 Pgst-4::GFP/RFP ratio, acrylamide-induced, 24 h; inhibition, % at 21.8 µM; 360,000 tested, 0.49% active; AID 624304;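 active = interference check ratio from 0.5 to 1.5 plus GFP to RFP signal ratio inhibition reaching or exceeding a fixed threshold, cut at about 30% in these data, passing the limit was not always enough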; also: some compounds called inactive have numbers as strong as hits
Rin1-Abl PPI inh = human Rin1-Abl interaction inhibition; P00519+Q13671; TR-FRET Rin1/Abl binding, biochemical; inhibition, % at 7.35 µM; 360,000 tested, 0.4% active; in the data active = inhibition above about 5%, passing the limit was not always enough
MT1-MMP act inh = inhibitors of human MT1-MMP activation; 360,000 tested, 0.061% active; HT1080 RFP-PRO-GFP cells, GFP/RFP ratio fluorescence, overnight; percent of plate control window, DMSO zero; GFP/RFP ratio change, % at 20 µM; P50281;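 active = GFP/RFP ratio change of at least 30% with cell ATP level not reduced by more than half and red fluorescence within 50% of control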; also: strong numbers were not always called active
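Assay system – RFP-PRO-GFP reporter HT1080 cells · Compound dosing – single dose of 20 µM compound, 1% DMSO final · Incubation – overnight compound exposure at 37 °C · Measure – GFP/RFP fluorescence ratio · Benchmarks – DMSO wells and RFP-L50D-GFP cells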
CendR NRP1 mod = NRP-1/CendR interaction modulation | O14786 | FAM-RPARPAR peptide binding to NRP-1, fluorescence polarization | inhibition, % at 25 µM | 360,000 tested, 0.85% active | AID 602438;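 active = inhibition or corrected inhibition above about 18%, plus a signal ratio from 0.5 to 1.5, limit read from the data, passing the limit was not always enough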; also: strong numbers were not always called active
Active calls of the source: *; i = inactive; . = not tested or not shown; & = joins results of further samples.

SMILES	eLon inh	MsrA inhibitor	FAS TE block	bovine MsrA act	Neddyl block	SKN-1 inh	Rin1-Abl PPI inh	MT1-MMP act inh	CendR NRP1 mod
C#CCOCCOCCOCCNc1nc(N2CCN(C(=O)[C@H](CCCCN)n3cc([C@@H](N)C(C)CC)nn3)CC2)nc(N2CCN(C(=O)[C@H](CCCCN)n3cc([C@@H](N)CC(C)C)nn3)CC2)n1 (some centres not stated)	-12	-0.2	-12	0	i	-4	0	3	22*
CC(C)(C)c1ccc(C(O)c2ncc(-c3ccc4ccccc4c3)[nH]2)cc1 (configuration not stated)	6	-0.2	16	-2	i	20	-3	3	-5
CCc1nc(CN2CCCC(C(=O)c3ccc4c5c(cccc35)CC4)C2)c(C)[nH]1 (configuration not stated)	-8	0.9	-1	-7	.	6	-4	2	-4
CCOc1ccc(-n2ccnc2SCC(=O)NCc2ccc3c(c2)OCO3)cc1	0	.	-1	-11	i	-10	3	4	22
CC(C)CC(=O)Nc1ccc2c(c1)OCO2	-2	1.6	-2	-1	i	9	0	2	7
CN(C)/C=C1\N=C(c2ccccc2)OC1=O	-5	8.9*	-4	-11	i	9	-2	4	4
O=C(NCc1ccccc1)c1cc(C2CCCN(C(=O)C3CC3)C2)on1 (configuration not stated)	-2	1.5	-5	-2	i	6	-4	1	4
COc1ccccc1N(C)S(=O)(=O)c1ccc(C(=O)OCC(=O)NCc2cccs2)cc1	-3	-0.9	16	-3	i	14	-2	-1	-7
Cc1ccc(S(=O)(=O)N2[C@@H](CO)CO[C@H]2CC(=O)c2ccc(F)cc2)cc1	.	1.5	.	.	i	-3	.	1	6
O=c1[nH]c(/C=C/c2ccccn2)nc2ccccc12	3	4.5	-2	-3	i	14	-4	-4	6

A different layout for some results above.
structure,eLon inh,MsrA inhibitor,FAS TE block,bovine MsrA act,Neddyl block,SKN-1 inh,Rin1-Abl PPI inh,MT1-MMP act inh,CendR NRP1 mod
CCc1nc(CN2CCCC(C(=O)c3ccc4c5c(cccc35)CC4)C2)c(C)[nH]1 (configuration not stated),-8,0.9,-1,-7,.,6,-4,2,-4
CCOc1ccc(-n2ccnc2SCC(=O)NCc2ccc3c(c2)OCO3)cc1,0,.,-1,-11,i,-10,3,4,22

The list goes on.
SMILES	eLon inh	MsrA inhibitor	FAS TE block	bovine MsrA act	Neddyl block	SKN-1 inh	Rin1-Abl PPI inh	MT1-MMP act inh	CendR NRP1 mod
Cc1ccc(C(=O)NCCN2C3=NC[C@H](C)N3C[C@H]2Cc2ccc(O)cc2)cc1Br	-2	0.6	-8	0	i	-7	6	-1	25*
CC(C)N(Cc1nc(-c2ccccc2)no1)S(=O)(=O)c1ccccc1	7	1.6	28	-8	i	-11	0	2	-1
Cc1c(C(=O)NC2CC(=O)N(c3ccc4c(c3)OCCO4)C2)cccc1[N+](=O)[O-] (configuration not stated)	-3	1.1	-1	-2	i	7	-1	3	-2
CCCCc1ccc(-c2csc(/C(C#N)=C/c3ccc(C)o3)n2)cc1	-65	2.0	15	-3	i	3	5	-17	-79
C[C@H]1CN([C@@H](C)CO)S(=O)(=O)c2ccc(Br)cc2O[C@H]1CN(C)C(=O)Cc1ccccn1	-9	0.5	-3	-6	i	6	-1	0	-2
Cc1cccc(C)c1NC(=O)C1(NC(=O)Cn2cccc([N+](=O)[O-])c2=O)CCCCC1	-12	3.0	-6	-10	i	3	1	-2	13
CN(C1CCCCC1)S(=O)(=O)c1ccc(-n2cnnn2)cc1	-7	1.0	8	-9	i	-8	0	0	-1
N/C(CN1CCCC1=O)=N\OC(=O)c1ccccc1Cl	-3	1.0	-4	3	i	14	6	10	-12
CC1(C)C(=O)OC(c2c(F)c(F)c(F)c(F)c2F)C2(CCCCC2)C1=O (configuration not stated)	0	0.5	16	-12	i	-12	7.5*	-1	-8
CCc1ccc(-c2cc(C)no2)cc1S(=O)(=O)N1CCCN(Cc2ccc(F)cc2)C1	1	0.3	16	-3	i	7	1	-3	1
CCc1cc(-c2nnn(CCC3COCCO3)c2CC)cc(CC)c1-c1cn(Cc2ccccc2)nn1 (configuration not stated)	-2	-0.2	2	0	i	1	0	-4	3
O=C(NCc1cccs1)c1noc2c1CCCCC2	-3	0.9	0	-4	i	16	0	4	3
C[N+]1(CC2COC3(CCCCC3)O2)CCCC1 (configuration not stated)	-8	-0.4	-12	0	i	12	-2	1	-5
CCOC(=O)C1CCN(Cc2cc(C(C)(C)C)c(O)c(C(C)(C)C)c2)CC1	5	-0.9	1	0	i	-4	-1	-5	2
CC(C)(Oc1ccc(Cl)cc1)C(=O)NC1CCSC1=O (configuration not stated)	-5	.	-1	-9	i	10	-2	7	-1
COc1cccc(-c2nc(-c3ccc(C(=O)O)cc3)no2)c1	-7	0.3	-17	-4	i	3	0	6	5
CCN1CCCC1CN=Cc1c(O)n(-c2ccccc2)c(=O)c2ccccc12 (configuration not stated)	-8	1.4	-9	-1	i	-7	-2	-15	-15
CCc1nnc(NC2=NCCC2)s1	2	1.4	-9	-4	i	-18	3	-4	6
Cc1ccc2nc(-c3ccccc3)c(CN3CCOCC3)n2c1	-6	-0.3	-7	-3	i	7	0	2	4
O=C(CSc1nnc(COc2ccccc2)n1Cc1ccco1)Nc1ccc2c(c1)OCCO2	-2	-0.3	4	-4	i	4	2	4	-13
Cc1csc(Sc2nc3c(c(=O)[nH]c(=O)n3C)n2Cc2ccccc2Cl)n1	0	0.3	2	1	i	-30	1	-3	10
COC(=O)c1cn(Cc2ccc(C(F)(F)F)cc2)cc(F)c1=O	7	-1.1	-8	-4	i	5	0	0	-1
NC(=O)c1c(NC(=O)c2cccs2)sc2c1CCCCCC2	-2	2.2	17	-4	.	12	3	3	-8
CC(=O)Nc1cc2c(cc1NC(=O)Cn1nc(-c3ccc4c(c3)OCCO4)ccc1=O)OCCO2	-8	1.0	-1	-6	i	-26	-1	0	-4
O=C1CC(N2CCC(O)(c3ccc(Br)cc3)CC2)C(=O)N1c1ccc(Cl)cc1 (configuration not stated)	-5	-0.3	-1	-1	i	12	-1	6	3
COc1cc(Br)c(C(=O)c2nccc3cc(OC)c(OC)cc23)cc1OC	-13	2.1	23	6	i	12	6.0*	3	21
CN(C(=O)CN1C(=O)/C(=C/c2ccc(F)cc2)SC1=S)C1CCS(=O)(=O)C1 (configuration not stated)	8	-0.3	-15	-12	i	6	2	.	-4
COc1ccc(/C=C/C(=O)OCC(=O)Nc2c(C)cccc2C)cc1	-6	0.8	-4	3	i	16	2	-2	2
CCNC(=O)NC(=O)C(C)OC(=O)CCCSc1nc2ccccc2s1 (configuration not stated)	-8	-0.7	-2	-2	i	2	2	0	1
Nc1nonc1-n1nnc(C(=O)N/N=C/c2ccco2)c1CSc1ccccc1	4	0.3	-2	-8	i	2	0	-1	4
Cc1ccc(Cn2ccsc2=NC(=O)COC(=O)c2ccc(O)cc2O)cc1	13	0.7	5	-4	i	15	3	-2	7
CCC(C)Sc1cccc(-c2nc3cc(C)ccn3c2NCc2ccccc2)c1 (configuration not stated)	-2&6	2.9&-0.1	31&33	-2&-4	.	-5&-3	1	2&4	-5&2
COC(=O)c1cccc(NC(=O)c2ccc3c(c2)C(=O)N(Cc2cccnc2)C3=O)c1C	2	0.4	-1	-1	i	-11	1	0	10
OCc1nc2ccccc2n1CCCOc1ccc(Br)cc1	13	0.4	14	1	i	2	0	0	-20
CCOC(=O)c1ccccc1NC(=O)CSc1nnc(COc2ccccc2C)n1C	-2	1.6	30	9.0*	i	6	-4	2	-5
CC(=O)C1(O)C(C)CC2C3CC(F)C4(O)CC(O)CCC4(C)C3CCC21C (configuration not stated)	-13	-0.3	-5	-2	i	11	1	-3	12
COc1ccc(C(C)=O)cc1COC(=O)CCNS(=O)(=O)c1ccc(C)c(C)c1	12	-0.8	5	-1	i	13	0	1	3
COc1ccc([N+](=O)[O-])cc1NS(=O)(=O)c1ccc(C(=O)N2CCCC2)cc1	8	0.6	0	-1	i	-14	4	6	17
CCCN(CCC)S(=O)(=O)c1nc2nc(C)cc(C)n2n1	-11	0.7	11	-3	i	0	-4	8	-6
COC(=O)c1cc(Sc2c(Cl)cccc2Cl)ccn1	2	1.9	-2	-16	i	-2	3	-3	5
O=C(O)C1Cc2ccccc2-c2ccccc2C1	4	0.6	-6	0	i	16	0	-5	8
CC(C)Cn1c(N)c(C(=O)COC(=O)c2cnccn2)c(=O)n(C)c1=O	-11	-0.1	-9	-6	i	-1	0	-1	-22
COc1ccc(CC(=O)Nc2ccc(S(=O)(=O)N(C)C3CCN(C)CC3)cc2)cc1	-7	1.2	-10	-1	i	-8	1	2	2
Nc1nn(-c2ccccc2)nc1C(=O)OCc1ccccc1F	7	.	22	1	.	1	0	0	-11
COc1ccc(S(=O)(=O)N2CCC(C(=O)Nc3ccccc3N3CCCCC3)CC2)cc1OC	-2	-0.9	30	0	i	-17	2	-8	-4
C=CCn1cnc2c(sc3nc(C)cc(C)c32)c1=O	-2	-0.5	-5	-3	i	6	-3	0	-5
Cc1ccc(OCC(=O)Oc2cccc(C)c2C)cc1	4	0.9	15	-12	i	-4	-2	-3	4
CCC(C)[C@@H](NC(=O)OC(C)(C)C)c1nnc(S(=O)(=O)Cc2cccc(C)c2)o1 (some centres not stated)	-1	-0.5	60*	-14	i	1	0	6	15
Cc1cc(C)n(-c2ccc(NC(=O)C3CCCCN3C(=O)c3sccc3C)cc2)n1 (configuration not stated)	-15	0.7	1	-5	i	-15	3	2	8
COc1ccc2c(c1)CCc1cc(C(=O)O)sc1-2	-10	3.7	-3	-6	.	-1	-5	9	0

The listing continues.
SMILES	eLon inh	MsrA inhibitor	FAS TE block	bovine MsrA act	Neddyl block	SKN-1 inh	Rin1-Abl PPI inh	MT1-MMP act inh	CendR NRP1 mod
O=C(NCC1CCCO1)c1ccccn1 (configuration not stated)	-1	0.2	-7	-1	i	-7	1	10	-9
Cc1ccc(S(=O)(=O)N2CCC(C(=O)N3CCN(Cc4ccccc4)CC3)CC2)cc1	-2	0.7	5	-2	i	-6	3	3	-2
CCN(c1ccccc1)S(=O)(=O)c1ccc(OC)c(N=N/C(C(=O)Nc2ccccc2)=C(/C)O)c1	4	-0.8	24	-2	i	2	3	-6	-2
CCN(CCCNC(=O)CNC(=O)c1nn(-c2ccc(OC)cc2)c(=O)c2ccccc12)c1cccc(C)c1	-8	-0.9	16	-1	i	9	-1	-1	3
COc1ccc(O)c(-c2cc(-c3cccc(Br)c3)n[nH]2)c1	7	1.1	21	1	i	23	1	3	17
CCN(CC)S(=O)(=O)c1cc(C(=O)OCC(=O)c2ccc3c(c2)NC(=O)CO3)ccc1F	-2	-1.3	19	-2	i	10	-1	2	2
COc1cc(CN2C[C@@H](CO)O[C@@H](n3cnc4c(NCC(C)C)ncnc43)C2)cc(OC)c1OC	-12	0.7	-3	0	i	12	0	2	3
COCCCNC(=O)Nc1ccc(F)cc1F	-6	1.6	-3	7	i	-4	1	-2	-3
COc1cc(/C=C2\SC(=S)N(NC(=O)c3cccnc3)C2=O)ccc1O	-60	1.3	-3	-2	i	-2	-5	-35	-188
CC(C)(C)C1CCC(=NNC(=O)c2cc3c(s2)CCCC3)CC1 (configuration not stated)	7	0.6	-2	-11	i	5	0	0	-20

The closing 2 records of the section above come first, to join the parts:
SMILES	eLon inh	MsrA inhibitor	FAS TE block	bovine MsrA act	Neddyl block	SKN-1 inh	Rin1-Abl PPI inh	MT1-MMP act inh	CendR NRP1 mod
COc1cc(/C=C2\SC(=S)N(NC(=O)c3cccnc3)C2=O)ccc1O	-60	1.3	-3	-2	i	-2	-5	-35	-188
CC(C)(C)C1CCC(=NNC(=O)c2cc3c(s2)CCCC3)CC1 (configuration not stated)	7	0.6	-2	-11	i	5	0	0	-20
Cc1ccc(NC(=O)Cc2nnc(N)s2)cc1	-2	-0.4	-4	-13	i	-6	4	2	-3
COc1ccccc1OCC(=O)NCCNC(=O)COc1ccccc1OC	-3	-0.6	-11	-5	i	2	3	3	-11
Cc1c(C(=O)NC2CCCc3ccccc32)oc2ccccc12 (configuration not stated)	-10	-0.3	23	-5	i	4	0	-13	7
Cc1nc(CC(=O)c2c(C)cc(O)cc2O)cs1	-2	3.5	-8	-4	i	3	0	-6	-2
